Assay outcomes from PubChem BioAssay.
Pf Dd2 growth: inhibitors of Plasmodium falciparum Dd2 growth | P. falciparum Dd2 growth, SYBR Green, 72 h | Potency, µM (titrated, usually from 28.9 µM), without a hit: at the highest dose activity, negative = inhibition, most hits filed as inhibitors | 4.3% of 120,000 active | AID 1347417; active = well fitted inhibition curve with a large enough effect; inconclusive = small, poorly fitted or top-dose-only effect; inactive = no such curve, though single readings can be large or run the other way;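 also: plate controls were DMSO vehicle for no effect and reference drug for full effect; nearly all actives have a fitted effect of over 65% in size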
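Infected erythrocytes (Dd2, 0.3% parasitemia, 2.5% hematocrit final) are added to compound in RPMI-1640/Albumax II medium, grown 72 h at 37C in low oxygen, then lysed with saponin/Triton-X containing SYBR Green and read by fluorescence.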
* hit, by the source's call; i = inactive; ? = inconclusive; [ ] = another dose, or the depositor's remark. Potency is read from the fitted curve at half-maximal effect. Only part of the results is shown (hit frequency here may not be typical).

No. | compound | Pf Dd2 growth
1 | O=C(Cc1ccccc1)N1CCC(O)(c2csc(CN3CCc4ccccc4C3)n2)CC1 | -13%
2 | O=C(c1ccn[nH]1)N1CCCCC1c1noc(COc2ccc(F)cc2)n1 (stereo not drawn) | -22%
3 | COc1ccc(CNC(=O)[C@@H](C)C2CC[C@@]3(C)CC[C@H](NC(=O)COc4ccccc4)[C@@H](C)[C@@H]3[C@H]2O)cc1 (stereo partly drawn) | i
4 | COc1ccc(NC(=O)Cn2c(C)cc3nc4n(c(=O)c32)CCCC4)cc1 | i
5 | COc1ccc(C(=O)N2C[C@@H](Oc3ccccc3)C[C@H]2C(=O)N2CCOCC2)c(OC)c1 | 0%
6 | C[C@@H]1CN(C(=O)Cn2ccc(=O)[nH]c2=O)C[C@@]1(O)C1CCC1 | -16%
7 | COc1ccc(CN2Cc3[nH]cnc3C[C@H]2c2nc(Cc3ccccc3)no2)cc1 | -24%[44.1 µM]
8 | CC(C)(C)c1ccc(C(=O)Nc2ccc(C(O)[C@H]3COCC(=O)N3)cc2)cc1 (stereo partly drawn) | 10µM*
9 | CC1=C(C(=O)OC(C)C)C(c2ccccc2C)N2C(CC(=O)NCC3CC3)=CSC2=N1 (stereo not drawn) | ?
10 | Cc1ccccc1-c1ccc2n(c1=O)C[C@H]1C[C@@H]2CN(C(=O)c2cnccn2)C1 | -12%[44.1 µM]
11 | O=C(c1ccc(CS(=O)(=O)c2c(Cl)cccc2Cl)o1)N1CCN(c2ccccc2)CC1 | 11µM*
12 | CN(Cc1ccccc1)S(=O)(=O)c1cc(Br)cc2c1N(C(=O)C1CC1)CC2 | ?
13 | Cn1ncc2c(C(=O)N3CCOCC3)cc(-c3ccc([S+](C)(=O)[O-])cc3)nc21 | 4%
14 | COC[C@@H]1CN(C(=O)c2ccco2)C[C@H]1c1ccccn1 | 11%
15 | CNC(=O)[C@@H]1C[C@H](Oc2ccccc2)CN1C(=O)c1ccc(C)nc1 | -3%
16 | Cc1[nH]cnc1CN1CCC(c2nnc(CN3CCCCC3)n2C)CC1 | 4%
17 | COc1cc(OC)c(N(C)C(=O)c2cc3c(=O)oc4ccccc4c3s2)cc1Cl | 30%
18 | Cc1cc(C)c(C(=O)N2CCCC(CCc3ccccc3C)C2)c(=O)[nH]1 (stereo not drawn) | ?
19 | CCOC(=O)Cn1nc(C)c(NC(=O)COc2ccc(Cl)cc2C)c1C | ?
20 | CCn1nc(C)c(C(C)NCc2cccc(OC)c2OCCN2CCOCC2)c1C (stereo not drawn) | ?
21 | COc1cccc(C(=O)Nc2ccc3nc4n(c(=O)c3c2)CCCCC4)c1 | ?
22 | CCOC(=O)c1cccc(NC(=O)N2CC[C@@H](CC(=O)N3CCOCC3)[C@@H](CC)C2)c1 | -11%[44.1 µM]
23 | O=c1cc2nc(-c3ccccc3)nc(SCCOc3ccc(Cl)cc3)n2[nH]1 | -46%
24 | CCN(CCO)C[C@@H]1CN(c2nccc(N)n2)C[C@@H]1CO | -11%
25 | CC(C)c1noc(C2CCCN(C(=O)Cc3cccc(F)c3)CCC(=O)NCC2)n1 (stereo not drawn) | -13%
26 | CC1=C(C(=O)OC(C)C)C(c2ccc([N+](=O)[O-])cc2)N2C(CC(=O)N3CCCC3)=CSC2=N1 (stereo not drawn) | 2.8µM*
27 | COc1ccc(OC)c(NC(=O)Cn2c(=O)n(-c3ccc(Cl)cc3)c(=O)c3c(C)c(C)sc32)c1 | 39%[activator]
28 | O=C(c1cc2ccccc2[nH]1)N1CCc2c(n(Cc3cccnc3)n(CCc3ccccc3)c2=O)C1 | i
29 | CCOc1ccc(C(=O)N(C)C2CCc3nnc(C)n3CC2)cc1OCC (stereo not drawn) | 28%
30 | CCCCC(=O)Nc1c(C(=O)N2CCN(c3ccccc3F)CC2)oc2ccccc12 | 11µM*
31 | Cc1ccc2c(C)c(C(=O)N3C[C@@H](CN4CCC(O)CC4)[C@@H](CO)C3)oc2c1 | 15%
32 | O=C(Cn1ccn2nc(-c3ccccc3)c(CO)c2c1=O)Nc1ccc(Cl)cc1 | 24%
33 | COc1ccc(S(=O)(=O)N2CCCN(C)c3ccccc32)cc1 | -26%
34 | CCCCNC(=O)C1CCN(C(=O)c2ncn3c2COC(c2ccc(F)cc2)C3)CC1 (stereo not drawn) | -9%
35 | O=C(N[C@@H]1CN(C2CCOCC2)CC[C@@H]1CO)c1ccccc1 | ?
36 | O=C(O)CCC(=O)N[C@H]1CCN2C(=O)c3cc(/C=C/c4ccccc4)ccc3NC(=O)[C@H]12 | -10%[44.1 µM]
37 | COc1cccc(C(=O)N2CCN(C(C(=O)O)c3ccc(O)cc3)CC2)c1 (stereo not drawn) | 1%
38 | CCN1CCN(CC(=O)NCc2ccc3[nH]c(-c4ccc(F)cc4)c(C)c3c2)CC1 | ?
39 | Cc1cccc(-n2ncc(C(=O)N3CCN(C4CCCCC4)CC3)c2C2CCN(C(=O)OC(C)(C)C)CC2)c1 | ?
40 | Cc1cccc(C)c1Nc1sc(C(=O)c2ccccc2)c(N)c1C(=O)Nc1ccc(F)cc1 | i
41 | O=C(NCc1cccs1)c1nc(-c2ccc(Cl)cc2Cl)c2ccccn12 | ?
42 | CCOC(=O)c1cnc2cc(C(F)(F)F)ccc2c1Nc1ccc(F)cc1F | ?
43 | CCOc1ccc(CN2CCN(c3cc(C)nc(NC)n3)CC2CCO)cc1 (stereo not drawn) | -20%
44 | Cn1cnc(S(=O)(=O)N2CCC(C(=O)NCc3ccc(Cl)cc3)CC2)c1 | 42%[activator]
45 | COc1cccc(C2C(C(=O)Nc3ccc(C)cc3C)=C(C)Nc3nc4ccccc4n32)c1OC (stereo not drawn) | -12%
46 | CCOC(=O)c1ccc2c(c1)[C@@H]1C=CC[C@@H]1[C@H](c1cccc(OC)c1OC)N2 | 0.45µM*
47 | O=C1NCc2ccccc2CC12CCCN2Cc1ccnc2ccccc12 (stereo not drawn) | -4%
48 | Cc1ccc(OCC(=O)Nc2ccc(C(=O)OCc3cc(=O)n4c(C)csc4n3)cc2)cc1 | 3%
49 | CC(=O)NC[C@H]1O[C@H](Cc2cc(-c3ccc(F)cc3)on2)CC[C@@H]1O | i
50 | CCc1ccccc1NC(=O)CSc1ncc(S(=O)(=O)c2ccccc2)c(=O)[nH]1 | 0%
51 | Cc1ccc(-c2nc(C(=O)NCc3ccc(Cl)cc3)c3n2CCCCC3)cc1 | i
52 | CCOC(=O)c1ccc(NC(=O)Cn2c(-c3cnccn3)nc(C)c(C)c2=O)cc1 | ?
53 | O=C(Nc1cc(Cl)ccc1O)c1cc2nc(-c3ccc4c(c3)OCO4)cc(C(F)(F)F)n2n1 | 1.6µM*
54 | COCCNC(=O)c1ccc(OC2CCN(CCC(C)c3ccc(C)o3)CC2)c(Cl)c1 (stereo not drawn) | 4.5µM*
55 | CCOc1ccc(Sc2cc(C(=O)NCc3ccc(C)cc3)c3ccccc3n2)cc1 | i
56 | O=C(CN1C(=O)NC2(CCOCC2)C1=O)N1CCN(c2ccc(F)cc2)CC1 | 25%

(list continues)
No. | compound | Pf Dd2 growth
57 | N#Cc1c(C(F)(F)F)cc(-c2ccc(F)cc2)nc1SCC(=O)Nc1ccccc1 | -1%
58 | CC(C)NS(=O)(=O)c1cc(C(=O)O)cc(-n2cccn2)c1 | -13%
59 | COC(=O)N1CCC2(CC1)C(=O)NN=C2C1CC1 | 9%[44.1 µM]
60 | COc1ccc(CCNC(=O)CN2CC3CC(C2)[C@H]2CCCC(=O)N2C3)cc1OC (stereo partly drawn) | -11%
61 | CCc1ccccc1NC(=O)CCS(=O)(=O)c1cccc2nonc12 | 110%[activator]
62 | CC1(C)CC(NC(=O)c2cc(Cn3cnc4ccccc43)[nH]n2)CC(C)(C)N1 | -4%
63 | Cc1ccc(-n2ncc(C(=O)N3CCN(c4cc(Cl)ccc4C)CC3)c2C2CCN(C(=O)OC(C)(C)C)CC2)cc1 | ?
64 | Cc1nn2c(c1-c1ccccc1N1CCCC1)N(C(=O)c1cc3ccccc3n1C)CCC2 | ?
65 | COc1ccc(CN2CC3(C2)C(=O)N(Cc2cccc(Cl)c2)C(=O)[C@@H]2C[C@@H](O)CN23)c2ccccc12 | ?
66 | c1ccc(-c2cc3c(cn2)NCCN(Cc2ccsc2)C3)cc1 | i
67 | CC(C)C[C@@H]1N[C@H](C(=O)N2CCOCC2)Cc2cn(Cc3cccnc3)c3cccc1c23 | ?
68 | Cc1ccc(N(Cc2cccs2)C(=O)COc2ccccc2[N+](=O)[O-])cc1 | i
69 | COc1ccc(NC(=O)c2cc3c(=O)n(Cc4cccnc4)ccc3nc2C)c(OC)c1 | -15%
70 | COc1ccc(-c2nccn3cc(C(=O)Nc4ccc(OC)c(OC)c4)nc23)cc1 | i
71 | O=C(Nc1ccncn1)[C@@H]1C[C@@H](c2cccc(C(F)(F)F)c2)N(CC2CCOCC2)C1 | ?
72 | O=C(CN1C(=O)C(c2ccccc2)=NC12CCCC2)NC1CCCC1 | -1%
73 | COc1ccccc1C(=O)Nc1ccnn1C1CCN(C(=O)C2CCCO2)CC1 (stereo not drawn) | -8%
74 | Cc1ccc(Cn2c(=O)n(Cc3ccccc3Cl)c(=O)c3cccnc32)cc1 | -30%
75 | Cc1nc(-c2cccs2)cc([C@H]2CN3CC[C@H]2C[C@@H]3CNC(=O)c2ccc3c(c2)OCO3)n1 | 8.9µM*
76 | O=C(c1ccc(F)cc1)N1CCn2c(nn(-c3ccc([N+](=O)[O-])cc3)c2=O)C1 | -3%
77 | CCCC(=O)Nc1cc(-c2nnc3c4ccccc4c(C)nn23)ccc1C | -17%
78 | CCc1ccc(C(=O)N2C[C@@H](CO)[C@H](c3nc(CCOC)no3)C2)cc1 | ?
79 | O=C(c1ccncc1)N1CC[C@H](c2nnc(-c3ccccc3)o2)C1 | 2%[44.1 µM]
80 | CCCn1c(=N)c(C(=O)NC2CCCC2)cc2c(=O)n3cc(C)ccc3nc21 | -13%

Reprinted from the part before: 7 compounds, followed by the next part.
No. | compound | Pf Dd2 growth
74 | Cc1ccc(Cn2c(=O)n(Cc3ccccc3Cl)c(=O)c3cccnc32)cc1 | -30%
75 | Cc1nc(-c2cccs2)cc([C@H]2CN3CC[C@H]2C[C@@H]3CNC(=O)c2ccc3c(c2)OCO3)n1 | 8.9µM*
76 | O=C(c1ccc(F)cc1)N1CCn2c(nn(-c3ccc([N+](=O)[O-])cc3)c2=O)C1 | -3%
77 | CCCC(=O)Nc1cc(-c2nnc3c4ccccc4c(C)nn23)ccc1C | -17%
78 | CCc1ccc(C(=O)N2C[C@@H](CO)[C@H](c3nc(CCOC)no3)C2)cc1 | ?
79 | O=C(c1ccncc1)N1CC[C@H](c2nnc(-c3ccccc3)o2)C1 | 2%[44.1 µM]
80 | CCCn1c(=N)c(C(=O)NC2CCCC2)cc2c(=O)n3cc(C)ccc3nc21 | -13%
81 | COCCN1C(=O)CCc2cc(NC(=O)c3ccc4c(c3)OCO4)ccc21 | ?
82 | O=C(COc1ccccc1)N1CCOCC12CCN(Cc1ccccc1)CC2 | ?
83 | CCOC(=O)c1cccc(NC(=O)c2ccc3nc(CCc4ccccc4)oc3c2)c1 | ?
84 | CCOC(=O)c1c(N)n(-c2ccc(C)c(Cl)c2)c2nc3ccccc3nc12 | ?
85 | COc1cccc(NC(=O)N(C[C@H]2O[C@H](Cc3cc(-c4ccccc4)on3)CC[C@@H]2O)C(=O)Nc2cccc(OC)c2)c1 | ?
86 | CC(=O)N1CCN(C(=O)c2ccc3c(c2)NC(C)(CNc2ccccc2)CO3)CC1 (stereo not drawn) | i
87 | C=CCn1cc2c3c(cccc31)[C@H](CC(C)C)N[C@H](C(=O)NCc1ccccc1)C2 | 7.1µM*
88 | O=C1CC(c2nc(-c3ccccc3)no2)CN1c1ccc2c(c1)OCCO2 (stereo not drawn) | 68%[activator]
89 | CC(=O)NC1(C)CCCN(c2ccc(OC(F)(F)F)cc2)C1 (stereo not drawn) | -2%[44.1 µM]
90 | COC(=O)C1=CN(CC(=O)Nc2ccc(C)cc2C)S(=O)(=O)N=C1C | 65%[activator]
91 | N#CC1(c2ccccc2)CCN(C(=O)c2cn(-c3ccccc3)nn2)CC1 | -4%
92 | CCOc1ccc(CNC(=O)c2cc(=O)[nH]c3ccc(S(=O)(=O)N4CCCCC4)cc23)cc1 | 0%
93 | COC(=O)c1scc(-c2ccc(C)cc2)c1S(=O)(=O)N1CCN(c2cccc(OC)c2)CC1 | ?
94 | COc1cc(CNCc2ccc(C)c(F)c2F)ccc1OCC(O)CN1CCC(O)CC1 (stereo not drawn) | -45%
95 | COC[C@@H]1CN(Cc2cc(C)nn2C)C[C@H]1C(=O)NC1CC1 | 32%
96 | CC(C)CNC(=O)N1CCCC(c2nc(CCOc3ccc(F)cc3)no2)C1 (stereo not drawn) | ?
97 | COc1ccc(OC)c(-n2c3c(cc(-c4nc(-c5ccc(Cl)cc5)cs4)c2=O)C(=O)CC(C)(C)C3)c1 | -4%
98 | COc1cc(Cl)c(C)cc1NC(=O)c1nn(C)c2c1CSc1ccccc1-2 | 16%
99 | COc1ccc(-c2cc(C(=O)N3C[C@@H](CN(C)C)[C@@H](CO)C3)[nH]n2)cc1 | 4%
100 | CC(=O)N1CCC(n2c(C)cnc2C2CC2)CC1 | 6%
101 | O=c1n(CC2CC2)nc2n1CCC(NS(=O)(=O)c1cccs1)CC2 (stereo not drawn) | -2%
102 | COc1ccc(NC(=O)Cn2cnc3ccc(S(=O)(=O)N4CCC(C)CC4)cc3c2=O)cc1OC | -20%
103 | Cc1ccc(Nc2cc(C)c(C#N)c3nc4ccccc4n23)cc1Cl | 50%[activator]
104 | Cc1nn(Cc2ccccc2)c(C)c1[C@@H]1C=C[C@@H](NC(=O)c2ccc3c(c2)OCO3)C1 | ?
105 | O=C(NC[C@H]1COCc2nc3cccnc3n21)c1ccc(Cl)cc1 | 1%[44.1 µM]
106 | CC(=O)c1cccc(NC(=O)CCS(=O)(=O)c2cc(Br)cc3c2N(C(=O)C2CC2)CC3)c1 | ?
107 | CCCS(=O)(=O)N1CCC(c2noc(COc3ccc(C)cc3)n2)CC1 | ?
108 | Cn1cnc(S(=O)(=O)N2CC(c3nc(-c4ccncc4)no3)C2)c1 | -7%
